aSyn rescue: qHTS of alpha-syn Inhibitors; Yeast expressing alpha-synuclein, growth rescue, BacTiter-Glo, 24 h; Potency, µM (titrated, usually from 46.1 µM), without a hit: top-dose growth rescue (activation), most hits filed as activators; actives 0.14% (n = 370,000); further: % of control where 0% means no effect; nearly all actives have a fitted effect of over 65% in size
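Readout is rescue of growth in alpha-synuclein-expressing yeast, so inhibitors of toxicity appear as activators. Growth after 24 hr at 30 deg C in galactose medium is quantified by luminescence.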
EPAC1 ag: qHTS for Agonist of cAMP-regulated guanine nucleotide exchange factor 3 (EPAC1): primary screen; Rap guanine nucleotide exchange factor 3 (Homo sapiens), O95398; EPAC1 agonist qHTS, biochemical assay; response scale: 100% = response to 6.5 mM cAMP; Potency, µM (highest dose often 154 µM), inactives show at the highest dose activation, most hits filed as activators; actives 0.073% (n = 360,000); AID 720707, 2013; further: nearly all actives have a fitted effect of over 60% in size
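Normalized to 6.5 mM cAMP, activity reflects EPAC1-catalysed release of BODIPY-GDP from Rap1B, followed kinetically over 30 min at 480 nm excitation, 540 nm emission. Reaction contained 100 nM EPAC1, 250 nM Rap1B-BODIPY-GDP, 50 uM GDP.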
EPAC2 antagonist: qHTS for Antagonist of cAMP-regulated guanine nucleotide exchange factor 2 (EPAC2): primary screen; Rap guanine nucleotide exchange factor 4 (Homo sapiens), Q8WZA2; EPAC2 GEF exchange of Rap1B-BODIPY-GDP, fluorescence; Potency, µM (titrated, usually from 114 µM), for inactives: at the highest dose activity, negative = inhibition, actives largely listed as inhibitors; actives 0.18% (n = 360,000); AID 720708, 2013; further: on the % scale 0 is the no-effect control and ±100 the full control effect; nearly all actives have a fitted effect of over 45% in size; many of its hits are not listed in these tables
Target sequence (Q8WZA2 whole entry, looked up): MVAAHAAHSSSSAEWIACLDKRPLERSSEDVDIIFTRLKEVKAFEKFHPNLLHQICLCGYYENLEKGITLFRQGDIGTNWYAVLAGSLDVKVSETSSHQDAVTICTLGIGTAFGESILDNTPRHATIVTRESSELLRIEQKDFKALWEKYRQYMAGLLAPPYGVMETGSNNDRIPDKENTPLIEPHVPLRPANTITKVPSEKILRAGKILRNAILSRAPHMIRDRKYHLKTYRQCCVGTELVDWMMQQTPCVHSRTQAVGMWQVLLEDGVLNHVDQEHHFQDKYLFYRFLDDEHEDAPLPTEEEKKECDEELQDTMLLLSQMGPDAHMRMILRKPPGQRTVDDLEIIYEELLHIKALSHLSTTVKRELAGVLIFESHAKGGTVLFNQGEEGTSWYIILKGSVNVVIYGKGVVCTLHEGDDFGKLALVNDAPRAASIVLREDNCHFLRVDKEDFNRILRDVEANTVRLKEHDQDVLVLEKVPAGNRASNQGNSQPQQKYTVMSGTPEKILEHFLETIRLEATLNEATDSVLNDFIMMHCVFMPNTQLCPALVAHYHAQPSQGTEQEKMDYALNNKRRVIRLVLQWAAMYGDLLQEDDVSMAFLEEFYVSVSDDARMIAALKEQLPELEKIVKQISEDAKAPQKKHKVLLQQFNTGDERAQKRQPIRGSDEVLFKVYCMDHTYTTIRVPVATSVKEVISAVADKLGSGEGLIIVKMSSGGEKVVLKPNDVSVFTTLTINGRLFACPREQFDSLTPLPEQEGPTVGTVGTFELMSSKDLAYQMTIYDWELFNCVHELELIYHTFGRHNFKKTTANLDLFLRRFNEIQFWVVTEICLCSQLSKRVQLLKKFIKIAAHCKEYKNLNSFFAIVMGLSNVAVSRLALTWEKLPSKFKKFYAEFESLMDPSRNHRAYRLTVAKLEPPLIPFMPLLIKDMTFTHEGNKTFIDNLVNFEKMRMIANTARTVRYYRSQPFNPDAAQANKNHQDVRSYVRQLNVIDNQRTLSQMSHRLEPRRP
TDP-43 yeast inh: qHTS of TDP-43 Inhibitors. TDP-43 expressing yeast growth rescue, BacTiter-Glo, 24 h. Potency, µM (series often up to 46.1 µM), for inactives: top-dose growth rescue (activation), actives largely listed as activators. actives 1.8% (n = 410,000). AID 652104, 2013; further: % of control where 0% means no effect; nearly all actives have a fitted effect of over 50% in size
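Growth rescue of TDP-43-toxic yeast measured as ATP luminescence (BacTiter-Glo). Cells grown to mid-log in raffinose, induced in galactose at OD600=0.02, exposed to compound 24 hr at 30 deg C.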
FUS yeast rescue: qHTS for Suppressors of FUS Proteinopathy: Primary screen using FUS-linked yeast assay; S. cerevisiae FUS-expressing, growth rescue, OD600, 24 h; Potency, µM (highest dose often 76.6 µM), without a hit: at the highest dose growth rescue (activation), actives largely listed as activators; actives 0.24% (n = 390,000); AID 1347120, 2019;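 further: plate controls were DMSO vehicle for no effect and reference control for full effect; nearly all actives have a fitted effect of over 55% in size; some results filed as inactive show a strong effect at the top dose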
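Cultures pregrown in 2.5% raffinose medium are shifted to minimal medium containing 2% galactose to express toxic FUS. Compounds are tested at several concentrations. After 24hr at 30C, growth is quantified at 600 nm absorbance.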
PTHR1 ag: qHTS for PTHR1 Agonists: Primary Screen. Parathyroid hormone/parathyroid hormone-related peptide receptor (Homo sapiens), Q03431. HEK293 GP2 PTHR1 cells, GloSensor cAMP luminescence, 1 h. Potency, µM (top dose mostly 115 µM), without a hit: at the highest dose activation, most hits filed as activators. actives 0.075% (n = 410,000). AID 743266, 2014; further: nearly all actives have a fitted effect of over 55% in size; some results filed as inactive show a strong effect at the top dose; inactives centre near -15; many of its hits are not listed in these tables
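HEK-293-derived GP2 cells expressing PTHR1 and a GloSensor cAMP reporter, 3,000/well, plated overnight, given luciferin plus IBMX (each 0.5 mM as added) for 1 h at 37 °C, then compound for 1 h at 37 °C. Luminescence was read after 15 min at room temperature.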
EPAC1 antagonist: qHTS for Antagonist of cAMP-regulated guanine nucleotide exchange factor 3 (EPAC1): primary screen; Rap guanine nucleotide exchange factor 3 (Homo sapiens), O95398; EPAC1 GEF assay, Rap1b-BODIPY-GDP exchange fluorescence; Potency, µM (top dose mostly 115 µM), without a hit: at the highest dose activity change, negative = inhibition, most hits filed as inhibitors; actives 0.14% (n = 360,000);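 further: plate controls were vehicle for no effect and positive control for full effect; nearly all actives have a fitted effect of over 50% in size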
EPAC2 ag: qHTS for Agonist of cAMP-regulated guanine nucleotide exchange factor 4 (EPAC2): primary screen; Rap guanine nucleotide exchange factor 4 (Homo sapiens), Q8WZA2; EPAC2 activation, biochemical qHTS; response scale: 100% = 6.5 mM cAMP response; Potency, µM (top dose mostly 154 µM), without a hit: top-dose activation, usual class: activators; actives 0.079% (n = 360,000); further: nearly all actives have a fitted effect of over 50% in size
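EPAC2 (100 nM) mixed with Rap1B loaded with BODIPY-GDP (250 nM) plus 50 uM unlabeled GDP; compounds pinned in, 5 min RT, then read every 5 min for 30 min (ex 480, em 540 nm). Normalized to cAMP control.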
The depositor's hits bear a star; i = inactive; ? = inconclusive; . = not tested or not shown; & = joins results of further samples; [ ] = remark or other dose. The call rests on the fitted dose curve; in most records, active means well fitted curve in the direction sought with a large enough effect; inconclusive means small, poorly fitted or top-dose-only effect, or another doubt; inactive means no such curve, though single readings can be large; an effect the other way counts as inactive or inconclusive. Potency means the concentration at half of the fitted maximal effect. This is a subset; the hit share may differ from the screen's.

Letter code: A = aSyn rescue; B = EPAC1 ag; C = EPAC2 antagonist; D = TDP-43 yeast inh; E = FUS yeast rescue; F = PTHR1 ag; G = EPAC1 antagonist; H = EPAC2 ag
O=S(=O)(c1ccccc1)c1nc(-c2ccccc2)oc1NCCCN1CCOCC1
  A: 1% | B: 15% | C: 4% | D: 7% | E: 3% | F: -6% | G: -9% | H: 3%
Cc1cccc(CCNC(=O)C2CCCN(c3cnccn3)C2)c1 (stereo not drawn)
  A: 7% | B: 3% | C: -2% | D: 16% | E: 3% | F: i | G: 8% | H: 1%
Cc1ccc(CNC(=O)c2cnccn2)cc1
  A: 0% | B: 0% | C: 17% | D: 4% | E: . | F: i | G: 0% | H: 12%
CCOc1ccccc1-c1nc(CN2CCN(C(=O)c3ccco3)CC2)c(C)o1
  A: -1% | B: -3% | C: 4% | D: 0% | E: ? | F: i | G: 18% | H: -3%
COc1ccc(CC(=O)NCc2cccc(Cl)c2)cc1S(=O)(=O)N1CCOCC1
  A: 1% | B: -6% | C: -3% | D: 4% | E: -12% | F: i | G: 3% | H: 10%
Cc1ccc2c(CC(=O)Nc3nc(C)cs3)coc2c1
  A: -12% | B: -9% | C: 1% | D: 11µM* | E: 13% | F: -4%[57.5 µM] | G: -3% | H: 9%
COC(=O)CC1C(=O)NCCN1C(=S)NC(=O)c1sc2ccccc2c1Cl (stereo not drawn)
  A: 8% | B: 1% | C: -5% | D: 21% | E: 28% | F: -1% | G: -29% | H: 0%
COc1ccc(C(=O)N(CN2CCCC2=O)c2cc(C)on2)cc1OC
  A: 9% | B: 0% | C: 2% | D: -2% | E: 14% | F: i | G: -13% | H: -6%
Cc1ccc(N(CC(=O)N/N=C/c2ccc(OCC(N)=O)cc2)S(C)(=O)=O)cc1Cl
  A: 7% | B: -15% | C: 3% | D: 18% | E: -7% | F: i | G: -6% | H: -8%
Cc1ccc(NC(=O)C2(N(CC(C)C)C(=O)Cn3nnnc3N)CCCCC2)cc1
  A: -2% | B: 11% | C: -9% | D: -19% | E: 18% | F: -3%[57.5 µM] | G: -1% | H: 1%

Of the compounds above, 2 have a furan ring, fused or not:
Letter code: A = aSyn rescue; B = EPAC1 ag; C = EPAC2 antagonist; D = TDP-43 yeast inh; E = FUS yeast rescue; F = PTHR1 ag; G = EPAC1 antagonist; H = EPAC2 ag
CCOc1ccccc1-c1nc(CN2CCN(C(=O)c3ccco3)CC2)c(C)o1
  A: -1% | B: -3% | C: 4% | D: 0% | E: ? | F: i | G: 18% | H: -3%
Cc1ccc2c(CC(=O)Nc3nc(C)cs3)coc2c1
  A: -12% | B: -9% | C: 1% | D: 11µM* | E: 13% | F: -4%[57.5 µM] | G: -3% | H: 9%

More entries
Letter code: A = aSyn rescue; B = EPAC1 ag; C = EPAC2 antagonist; D = TDP-43 yeast inh; E = FUS yeast rescue; F = PTHR1 ag; G = EPAC1 antagonist; H = EPAC2 ag
CCCCCn1c(CN2CC(C)OC(C)C2)nc2c1c(=O)n(C)c(=O)n2C (stereo not drawn)
  A: 3% | B: -6% | C: -2% | D: 30% | E: -19% | F: i | G: -28% | H: 9%
COc1ccc(-n2c(Cn3c(=O)sc4ccccc43)nnc2SC)cc1
  A: -6% | B: -1% | C: -19% | D: 13% | E: -11% | F: i | G: -14% | H: 10%
COc1ccc(CCNC(=O)C2CCCN(S(=O)(=O)c3ccccc3)C2)cc1 (stereo not drawn)
  A: 4% | B: 5% | C: 5% | D: 0% | E: . | F: -5% | G: -1% | H: 4%
CCn1c(/C=C/c2c(C)n(CC)c3ccccc23)nc2ccccc2c1=O
  A: 7% | B: -2% | C: 7% | D: 18% | E: . | F: i | G: -2% | H: -1%
CNCCC1Sc2ccccc2Oc2ccccc21 (stereo not drawn)
  A: -1% | B: -4% | C: 5% | D: -4%[9.22 µM] | E: 19% | F: i | G: 14% | H: -5%
CCc1ccc(OCC(=O)NNC(=O)Cc2ccc(S(=O)(=O)N3CCOCC3)s2)cc1
  A: 3% | B: 6% | C: -1% | D: 3% | E: 19% | F: i | G: 10% | H: -9%
CC(C)C(=O)NNC(=O)CSc1ncnc2c1cnn2-c1ccccc1Cl
  A: -2% | B: 6% | C: 3% | D: 20% | E: -16% | F: -12% | G: -5% | H: 6%
Cc1noc(C)c1S(=O)(=O)N1CCC(C(=O)Nc2ccc(OC(F)(F)F)cc2)CC1
  A: -3% | B: -14% | C: -5% | D: 5% | E: -2% | F: -4% | G: -3% | H: -6%
Clc1ccc(C#Cc2cccnc2)cc1
  A: -5% | B: 5% | C: 7% | D: 3% | E: -11% | F: i | G: -2% | H: 6%
O=C(CN1CCN(S(=O)(=O)c2ccc(F)c(Cl)c2)CC1)N1CCNC1=O
  A: -7% | B: 12% | C: -2% | D: 11% | E: -20% | F: -25% | G: 0% | H: 14%

SMILES | aSyn rescue | EPAC1 ag | EPAC2 antagonist | TDP-43 yeast inh | FUS yeast rescue | PTHR1 ag | EPAC1 antagonist | EPAC2 ag
O=C(CCCOc1ccc(Cl)cc1Cl)Nc1nnc(C2CC2)s1 | -3% | 4% | 10% | 2% | . | i | 15% | -2%
CC(=O)c1ccc(N=Nc2ccc(C)cc2)cc1 | 0% | 8% | 3% | 5% | -1% | -21% | -8% | 6%
CCOc1ccccc1Nc1cc(C)nc2nnnn12 | -5% | 10% | -2% | 0% | 29% | -14% | -11% | 9%
Cc1ccc(C)c(OCC(=O)O/N=C(\N)c2cccnc2)c1 | 1% | 9% | -13% | ? | 9% | -15% | ? | 2%
CC1=CC(C/C(C)=C/COc2ccc3ccc(=O)oc3c2)OC1=O (stereo not drawn) | 2% | 3% | -12% | 28% | -9% | -18% | -2% | 4%
Cc1nnsc1S(=O)(=O)c1ccccc1 | 1% | 14% | 1% | 5% | -22% | -14% | 10% | 3%
Cc1ccc2nc(-c3ccncc3)cc(C(=O)Nc3ccc(F)cc3C)c2c1 | 0% | ? | 0% | ? | 17% | -3% | -16% | -12%
CC1(C(=O)NCc2ccccc2)CSCC(=O)N1CCCN1CCOCC1 (stereo not drawn) | 0% | 7% | -10% | -1% | -6% | -10% | -15% | 0%
Cc1ccc(Nc2nc(N3CCOCC3)c3ccccc3n2)cc1 | -6% | 17% | -8% | -9% | 10% | -14%[57.5 µM] | ? | 8%
CC1CCN(CCCNC(=O)CN2C(=O)CSc3ccc(S(=O)(=O)N4CCC(C)CC4)cc32)CC1 | 1% | -10% | 14% | 2%&6% | -8%&7% | -21% | 5% | -1%
CCn1nc(C)cc1C(=O)N1CCCC(CCC(=O)NCc2ccccc2F)C1 (stereo not drawn) | 1% | -5% | -2% | -6% | 14% | -10% | 3% | -6%
COCCN1C(=O)N(c2cccc(C)c2)C(=O)C1CC(=O)Nc1ccc(OC)cc1 (stereo not drawn) | 1% | 0% | 8% | -3% | 26% | -23% | 17% | 14%
COC(=O)c1ccc(NC(=O)CSc2nnc(-c3ccccc3)n2C)cc1 | -13% | -7% | 17% | -24% | 22% | -3% | 9% | 0%
CC(NC(=O)c1cccc(S(=O)(=O)N2CCN(C)CC2)c1)c1ccc(Cl)cc1Cl (stereo not drawn) | 13% | -2% | -1% | 21% | 7% | -40%[inhibitor] | -4% | -5%
CCOC(=O)c1c(C2CC2)csc1NC(=O)CSCc1c(C)noc1C | 3% | 10% | 3% | 19% | 17% | i | 10% | 16%
CC[C@H](C)[C@H](NC(=O)[C@H](Cc1ccc(O)cc1)NC(=O)[C@@H](N)C(C)C)C(=O)N[C@@H](Cc1cnc[nH]1)C(=O)N1CCC[C@H]1C(=O)N[C@@H](Cc1ccccc1)C(=O)O | -7% | -23% | 11% | 11% | -23% | -17% | 9% | 1%
CCN(CC)CCNC(=O)c1cn(-c2ccccc2)nc1-c1cccs1 | 2% | -4% | 16% | 10% | -11% | i | 17% | -8%
C[C@@H]1CN([C@H](C)CO)C(=O)CCCn2nncc2CO[C@H]1CN(C)C(=O)Nc1ccnc(N2CCOCC2)c1 | 1% | 9% | -1% | 0% | -13% | -13% | 11% | 0%
CN(C(=O)c1cccc(C#N)c1)c1nnc(C2CCCO2)s1 (stereo not drawn) | -4% | 8% | -1% | -8% | 18% | i | 6% | 2%
CCN1CCN(Cc2ccc(NC(=O)c3cc(NC(=O)c4cc(C)on4)cc(OC)c3)cc2C(F)(F)F)CC1 | 3%&2% | -11%&-23% | 8%&-3% | ? | 6%&12% | -13% | -10%&-20% | 8%&5%
CSc1nnc(NC(=O)c2ccc3c(c2)OCO3)s1 | -11% | -8% | -2% | -7% | 5% | -37%[inhibitor] | -15% | 8%
CSc1ccc(C2C(C(=O)c3ccco3)=C(O)C(=O)N2c2nnc(SC)s2)cc1 (stereo not drawn) | 0% | -40%[inhibitor] | ? | -7% | ? | -26% | ? | -45%[inhibitor]
O=C(CNC(=O)c1ccco1)Nc1ccc(F)cc1 | 12% | 5% | 10% | 19% | -13% | i | 12% | 11%
Cc1noc2ncc(C(=O)c3cc(F)ccc3O)cc12 | 0% | -1% | 2% | -4% | 6% | i | -1% | 5%

Compounds from the list above containing a thiophene ring, fused or not, in the order listed:
SMILES | aSyn rescue | EPAC1 ag | EPAC2 antagonist | TDP-43 yeast inh | FUS yeast rescue | PTHR1 ag | EPAC1 antagonist | EPAC2 ag
COC(=O)CC1C(=O)NCCN1C(=S)NC(=O)c1sc2ccccc2c1Cl (stereo not drawn) | 8% | 1% | -5% | 21% | 28% | -1% | -29% | 0%
CCc1ccc(OCC(=O)NNC(=O)Cc2ccc(S(=O)(=O)N3CCOCC3)s2)cc1 | 3% | 6% | -1% | 3% | 19% | i | 10% | -9%
CCOC(=O)c1c(C2CC2)csc1NC(=O)CSCc1c(C)noc1C | 3% | 10% | 3% | 19% | 17% | i | 10% | 16%
CCN(CC)CCNC(=O)c1cn(-c2ccccc2)nc1-c1cccs1 | 2% | -4% | 16% | 10% | -11% | i | 17% | -8%

Screens (PubChem BioAssay)
